ADAM17 inh – inhibitors of human ADAM17 | 0.83% of 370,000 active | inhibition, % at 6.95 µM | AID 720648 | recombinant ADAM17, EDANS/DABCYL FRET peptide cleavage;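 active means inhibition above the mean of compounds lying between control limits plus 3 SD, set per campaign, cut at about 8.5% in these data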;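 further: 0% = DMSO-only wells as the low control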
Target sequence (P78536 215-824 limits assumed): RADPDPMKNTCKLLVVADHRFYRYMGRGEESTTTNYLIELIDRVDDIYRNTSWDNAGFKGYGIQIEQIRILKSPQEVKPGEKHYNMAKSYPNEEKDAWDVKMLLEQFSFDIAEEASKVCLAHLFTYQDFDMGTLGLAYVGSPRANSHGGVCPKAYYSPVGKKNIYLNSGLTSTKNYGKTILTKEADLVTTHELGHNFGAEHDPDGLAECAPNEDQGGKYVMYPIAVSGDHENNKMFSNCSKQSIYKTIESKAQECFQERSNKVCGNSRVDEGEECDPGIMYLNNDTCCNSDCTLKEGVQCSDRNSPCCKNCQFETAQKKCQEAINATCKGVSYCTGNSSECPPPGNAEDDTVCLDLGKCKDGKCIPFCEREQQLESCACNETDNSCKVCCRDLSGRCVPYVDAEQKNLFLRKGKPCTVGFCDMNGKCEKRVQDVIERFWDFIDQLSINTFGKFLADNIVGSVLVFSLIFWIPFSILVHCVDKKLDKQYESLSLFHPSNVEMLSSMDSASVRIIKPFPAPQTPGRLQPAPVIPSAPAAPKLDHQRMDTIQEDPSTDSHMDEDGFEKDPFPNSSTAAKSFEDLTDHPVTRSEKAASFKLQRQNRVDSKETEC
SMARCA2 act – activators of SMARCA2 function | MG213 cells, MMTV-luciferase reporter, dexamethasone, overnight | activation, % at 9.1 µM | 1% of 370,000 active | AID 652017; in the data active means activation above about 7.8%;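 further: 0% = vehicle wells and 100% = reference activator wells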
PG9 binder – PG9 antibody binding by small molecule. TR-FRET gp120-PG9 antibody binding. inhibition, % at 6.7 µM. 0.43% of 360,000 active. AID 624416; in the data active means inhibition above about 8.5%
hcDAF12 agonist – activates DAF-12 receptor from parasite H. contortus; HEK293 hcDAF-12 lit1-tk-luc reporter, luminescence; 0% DMSO, 100% Δ7-dafachronic acid; activation, % at 6.8 µM; 1.4% of 370,000 active; AID 652067;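 active means activation above the mean of all tested compounds plus 3 SD, cut at about 5.5% in these data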;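 further: 100% = response to 3 µM Δ7-dafachronic acid high control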
ssDAF-12 act – activators of S. stercoralis DAF-12 nuclear receptor; AID 652126; 1% of 370,000 active; activation, % at 6.8 µM; HEK293 ssDAF-12/GRIP1 lit1-tk-luc reporter, luminescence; % of 3 µM dafachronic acid response;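 active means activation above the mean over all tested compounds plus 3 SD, cut at about 0.9% in these data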;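 further: 0% = DMSO-only wells and 100% = 3 µM delta7-dafachronic acid wells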
ADAM10 inh – inhibits human ADAM10. 0.62% of 370,000 active. recombinant ADAM10, EDANS/DABCYL FRET peptide cleavage, 3 h. inhibition, % at 7 µM;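 active means inhibition above a per-campaign cutoff equal to the mean of compounds falling between control-based bounds plus 3 SD, cut at about 20% in these data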;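 further: 0% = DMSO wells while the 100% control is not disclosed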
hgDAF12 agonist – activates the H. glycines DAF-12 receptor ligand-binding domain; HEK293 GAL4-hgDAF12 UAS-luciferase reporter, agonist luminescence; normalized to butyrate control; activation, % at 6.8 µM; 1.8% of 370,000 active; AID 687014;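 active means activation above a cutoff set at the mean of all screened compounds plus 3 SD, cut at about 10% in these data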;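 further: 0% = DMSO wells and 100% = sodium butyrate wells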
GAA850 FXN act – increases GAA850 frataxin promoter reporter activity. AID 540364. activation, % at 6 µM. 0.56% of 360,000 active. HEK293 lucGAA850 FXN promoter luciferase reporter, 24 h; percent of 10 µM SAHA response;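 active means activation above the average of all compounds screened plus 3 SD, cutoff fixed separately per campaign, cut at about 7.5% in these data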;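 further: 0% = DMSO wells and 100% = 10 µM SAHA wells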
DAX1 inh-1 – blocks DAX1 repression of SF-1 activated StAR promoter | HEK293T StAR-luciferase reporter, SF-1/DAX-1 repression relief | AID 652010 | 1.1% of 370,000 active | inhibition, % at 6.8 µM;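 active means inhibition above the mean over all tested compounds plus 3 SD, cut at about 3.6% in these data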;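 further: 0% = DAX-1 cells with DMSO and 100% = cells lacking DAX-1 with DMSO; higher inhibition means more luminescence from relief of DAX-1 repression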
DAX1 inh-2 – inhibitors of human orphan nuclear receptor DAX1 (NR0B1); P51843; HEK293 Gal4-DAX1 luciferase reporter, luminescence; inhibition, % at 6.75 µM; 0.99% of 340,000 active; AID 504766;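 active means inhibition above the mean over all tested compounds plus 3 SD, cut at about 4.2% in these data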;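 further: 0% = DAX1-transfected cells with DMSO and 100% = empty-vector control cells with DMSO; inhibition shows as a rise in luminescence from relieved DAX1 repression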
Target sequence (P51843 207-470 limits assumed): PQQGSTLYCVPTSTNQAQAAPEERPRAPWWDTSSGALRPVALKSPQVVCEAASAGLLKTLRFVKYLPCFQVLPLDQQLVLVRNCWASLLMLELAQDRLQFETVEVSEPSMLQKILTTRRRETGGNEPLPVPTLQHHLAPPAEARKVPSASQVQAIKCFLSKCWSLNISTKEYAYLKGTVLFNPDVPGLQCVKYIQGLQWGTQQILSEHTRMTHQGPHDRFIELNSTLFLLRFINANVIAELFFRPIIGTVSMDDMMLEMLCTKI
GC-A act – GC-A (human) enzyme activation | activation, % at 10 µM | HEK293 GC-A cells, cGMP TR-FRET, EC30 ANP; 0% at EC30 ANP, 100% saturating ANP | P16066 | 0.14% of 370,000 active | AID 1671463; in the data active means activation above about 40%
* marks the source's active call; other numbers are inactive results; · = no result given; & = joins results of further samples. Not a hit list; 6.8% or so of the library scored in one or more.

SMILES | ADAM17 inh | SMARCA2 act | PG9 binder | hcDAF12 agonist | ssDAF-12 act | ADAM10 inh | hgDAF12 agonist | GAA850 FXN act | DAX1 inh-1 | DAX1 inh-2 | GC-A act
CCCCN1C(=O)/C(=C2/Sc3ccccc3N2C)S/C1=N\c1ncn[nH]1 | 0 | -1 | -2.4 | -0.7 | -1.2 | -6 | 0.9 | 0.3 | 1.3 | -1.9 | 3
CC(CN1C(C)CCCC1C)OC(=O)c1ccccc1Cl (stereo not given) | 2 | -5 | -1.0 | -1.7 | -0.9 | -8 | -2.2 | 3.2 | 0.3 | -0.8 | -3
CCCNC(=O)c1cc2c(c(-c3cccc(-c4ccc(C#N)cc4)c3)n1)[C@@H](CCO)N(C(=O)CC)C2 | -3 | -3 | -3.0 | -1.5 | -1.0 | -1 | 0.0 | · | -1.6 | · | 0
O=c1cc(O)n(Cc2ccc(F)cc2)c(=O)[nH]1 | -2 | 2 | -1.0 | -0.3 | -1.3 | -4 | 2.7 | -0.6 | 0.1 | -0.3 | 0
Cc1onc(-c2ccccc2Cl)c1C(=O)OCN1C(=O)c2ccccc2C1=O | 2 | 1 | -2.1 | -1.5 | -1.2 | 3 | -2.1 | -1.4 | 0.0 | 1.2 | 2
C#Cc1ccc([C@@H]2C=C(C(=O)O)O[C@H](OCC)[C@H]2CCCO)cc1 | -5 | 2 | 1.4 | -0.1 | -1.4 | -5 | -2.5 | 0.8 | 0.2 | 0.5 | 1
CC(C)OC(=O)CCc1nc2ccccc2[nH]c1=O | -37 | 0 | -2.9 | 2.6 | -1.4 | -139 | -0.6 | 0.5 | 0.0 | 1.1 | 0
CCCCCn1c(SCCN2CCOCC2)nc2c1c(=O)[nH]c(=O)n2C | -4 | -3 | 0.0 | -2.6 | -0.9 | 1 | -2.6 | 0.4 | 0.2 | -0.8 | 0
COCCC(C(=O)Oc1c(C(C)(C)C)cc(C)cc1C(C)(C)C)c1ccccc1 (stereo not given) | -2 | 1 | 0.4 | -1.0 | -0.9 | -1 | 0.7 | -1.2 | -0.4 | 1.4 | -1
CN(c1ccc(-c2csc(NC(=O)CCCc3nc4ccccc4c(=O)[nH]3)n2)cc1)S(C)(=O)=O | -7 | 0 | -1.7 | -1.1 | -0.5 | -20 | -4.7 | -2.5 | -1.1 | -1.3 | -4
Cc1cc(C)cc(NC(=O)CN2CCN(CCN=CC3=C(O)CC(C)(C)CC3=O)CC2)c1 | 2 | 3 | 0.6 | -0.5 | -0.8 | 6 | -0.8 | -2.8 | -0.5 | -0.9 | 0
CC(/C=N\NC(=O)c1ccc2c(c1)OCO2)c1ccccc1 (stereo not given) | -3 | 8 | -1.0 | 0.6 | -0.1 | -4 | 8.4 | 2.3 | -0.2 | 0.5 | 1
CCCCN(CCCNC(=O)c1ccc2nc(N3CCOCC3)sc2c1)Cc1ccccc1 | -4 | -1 | 0.4 | -0.7 | -0.9 | -7 | -1.7 | -4.0 | 0.3 | -0.8 | -6
CC1=C(C(=O)N(C(C)C)C(C)C)CC(CC(=O)NC(c2ccccc2)c2ccccc2)C(=O)N1Cc1ccc(C(C)(C)C)cc1 (stereo not given) | 1 | -4 | -2.5 | -1.0 | -0.7 | -2 | -2.4 | · | -1.1 | · | 3
CCN(CC)CCn1c2c(c(SCC(=O)Nc3nc(C)cs3)nc1=O)CCC2 | -1 | 2 | -0.7 | 0.0 | -0.9 | -4 | 1.4 | 3.4 | 1.3 | -0.3 | -1
CN(C(=O)Cc1c(C(=O)O)n(C)c2ccccc12)c1ccc(Cl)cc1 | -1 | -1 | -0.6 | 0.7 | -1.1 | 3 | 1.7 | 1.8 | -0.3 | 0.4 | -2
Cc1cccc(-n2cccc2)c1C#N | -3 | -2 | -0.6 | 0.9 | -1.2 | 6 | 2.4 | 0.7 | -0.4 | 1.7 | 6
CC(C)(C)Cc1nnc(NC(=O)CN2C(=O)c3ccccc3C2=O)s1 | -4 | -1 | -2.5 | -0.8 | -0.9 | -11 | 3.2 | 2.0 | 0.3 | 0.3 | -4
CCc1nccn1CCC(=O)N1CCCC(Nc2ccc(F)cc2)C1 (stereo not given) | -4 | 1 | -1.1 | -1.2 | -1.1 | 6 | 0.8 | -0.3 | 0.2 | -0.1 | 0
O=c1[nH]cnc2c1c(-c1ccccc1)cn2-c1ccc(Br)cc1 | 2 | -3 | -0.2 | -2.1 | -2.0 | 2 | -0.5 | 1.0 | 0.9 | 0.5 | 3
Cc1ccccc1NC(=S)N(C)Cc1cccs1 | -4 | 2 | -2.3 | -1.3 | -1.1 | 5 | 3.0 | 0.4 | -0.3 | -0.1 | 1
CC1CN(C(=O)COC(=O)c2cc(Cl)ccc2[N+](=O)[O-])CC(C)O1 (stereo not given) | -7 | -3 | -1.9 | -0.7 | -1.3 | -5 | 0.1 | -1.6 | 0.3 | 1.3 | 4
COc1ccc2c(c1)OC1=C(C(=O)CCC1)C2C1=C(O)CCCC1=O (stereo not given) | -15 | 1 | -0.6 | -0.9 | -1.2 | -43 | -0.5 | -0.9 | 0.0 | 0.3 | 2
N#Cc1cccc(NC(=O)COC(=O)c2cccc(N3C(=O)c4ccccc4C3=O)c2)c1 | 0 | -2 | 0.1 | -1.3 | -1.6 | -3 | 2.8 | -0.8 | -0.1 | -0.4 | -8
CN(CC(=O)Nc1cccc(F)c1)C(=O)c1cn(-c2ccccc2)nc1-c1ccc(Cl)cc1 | 9.4* | -5 | -1.3 | -0.2 | -0.5 | 18 | 1.3 | -0.1 | -1.6 | 0.0 | -9

Profiles from above. Screens in order: ADAM17 inh, SMARCA2 act, PG9 binder, hcDAF12 agonist, ssDAF-12 act, ADAM10 inh, hgDAF12 agonist, GAA850 FXN act, DAX1 inh-1, DAX1 inh-2, GC-A act
O=c1[nH]cnc2c1c(-c1ccccc1)cn2-c1ccc(Br)cc1 is listed as 2, -3, -0.2, -2.1, -2.0, 2, -0.5, 1.0, 0.9, 0.5, 3
CCCCN1C(=O)/C(=C2/Sc3ccccc3N2C)S/C1=N\c1ncn[nH]1 is listed as 0, -1, -2.4, -0.7, -1.2, -6, 0.9, 0.3, 1.3, -1.9, 3
CC(C)(C)Cc1nnc(NC(=O)CN2C(=O)c3ccccc3C2=O)s1 is listed as -4, -1, -2.5, -0.8, -0.9, -11, 3.2, 2.0, 0.3, 0.3, -4
N#Cc1cccc(NC(=O)COC(=O)c2cccc(N3C(=O)c4ccccc4C3=O)c2)c1 is listed as 0, -2, 0.1, -1.3, -1.6, -3, 2.8, -0.8, -0.1, -0.4, -8
Cc1cccc(-n2cccc2)c1C#N is listed as -3, -2, -0.6, 0.9, -1.2, 6, 2.4, 0.7, -0.4, 1.7, 6

Continuation:
SMILES | ADAM17 inh | SMARCA2 act | PG9 binder | hcDAF12 agonist | ssDAF-12 act | ADAM10 inh | hgDAF12 agonist | GAA850 FXN act | DAX1 inh-1 | DAX1 inh-2 | GC-A act
COC(=O)C1CC(O)CN1S(=O)(=O)c1ccc2ccccc2c1 (stereo not given) | -2 | -4 | 1.1 | -0.8 | -1.1 | -7 | -1.9 | -0.8 | -0.1 | -0.1 | 2
C=C(C)CSc1cc(C)c(C#N)c2nc3ccccc3n12 | -153 | -2 | 1.0 | 1.0 | -0.1 | -386 | 0.0 | 3.3 | -1.0 | -1.2 | 7
CSc1ccc(S(=O)(=O)N(CC(=O)NCc2ccccn2)c2ccc(C)cc2)cc1 | 1 | -1 | -0.8 | -2.5 | -0.9 | -13 | 2.0 | -0.6 | -0.1 | 0.6 | -2
COc1ccccc1C(=O)Nc1ccccc1C(=O)N1CCCC1 | 2 | 0 | -3.1 | 0.4 | -1.3 | 3 | 2.0 | 0.0 | -0.2 | 0.8 | 1
COc1cc(OC)cc(C(=O)Nc2ccccc2S(=O)(=O)N2CCCC2OC(C)=O)c1 (stereo not given) | 4 | 4 | -2.6 | -1.6 | -0.5 | 10 | -4.2 | 0.8 | 0.4 | 1.7 | -2
Cn1c(=O)c2c(nc(SCc3nc(N)nc(N4CCCCC4)n3)n2C)n(C)c1=O | -3 | -4 | -0.9 | -0.1 | -1.5 | -5 | 1.1 | -0.6 | 0.5 | -0.8 | 2
Cn1c(CC(=O)NNC(=O)c2ccc(Cl)nc2)nc2ccccc21 | 1 | -2 | 2.2 | 0.0 | -0.9 | 0 | 0.3 | 0.2 | 0.5 | 0.2 | -3
C=CCN(C)C(C#Cc1ccccc1)Cc1ccccc1 (stereo not given) | 1 | · | · | -0.8 | -1.6 | -1 | -0.7 | · | · | · | -1
COc1ccc(CCNC(=O)c2cc(-c3ccc(C)c(C)c3O)n[nH]2)cc1OC | -2 | 1 | 0.6 | -3.2 | -1.8 | 7 | -1.3 | 0.2 | -0.5 | -1.7 | 4
COCOCCn1cc(CN2CCS(=O)(=O)N(Cc3ccc(-c4ccc(Cl)nc4)cc3)C(CC(C)C)C2=O)nn1 (stereo not given) | 1 | 4 | -0.3 | -0.2 | -0.8 | -5 | 3.1 | 3.4 | -1.4 | -1.1 | 9
O=C(CCCN1C(=O)C(=Cc2ccc3c(c2)OCO3)SC1=S)Nc1ccc(C(=O)O)c(O)c1 | -3 | -5 | -3.7 | -2.2 | -0.4 | -6 | -6.7 | -3.5 | 2.1 | · | -2
COC(=O)c1ccccc1NC(=O)C1CC(c2ccc(F)cc2)=NO1 (stereo not given) | 3 | -4 | 1.5 | -0.1 | -1.4 | -2 | -0.2 | 2.4 | 0.3 | 0.8 | -1
COc1ccc(NC(=O)c2ccc3c(c2)S(=O)(=O)c2ccccc2C3=O)cc1 | -1 | 1 | -1.8 | -0.3 | -0.7 | -4 | 1.3 | -1.2 | -0.3 | 1.5 | 2
CCCC(=O)Nc1ncnc2c1ncn2[C@@H]1O[C@@H]2COP(=O)(O)O[C@H]2[C@H]1OC(=O)CCC | -4&-3 | -3&3 | -0.5&-0.4 | -2.5&-1.0 | -1.4&-1.3 | -1&-1 | -2.5&0.3 | 5.9&3.7 | 0.0&0.5 | -0.1&0.6 | 6&7
CC(NS(=O)(=O)c1ccc2c(c1)C(=O)c1cc(S(=O)(=O)NC(C)C(=O)O)ccc1-2)C(=O)O (stereo not given) | 5 | -2 | -4.9 | 1.5 | -1.2 | -6 | -0.9 | 1.6 | 0.3 | 2.2 | 5
CCN(C[C@H]1N[C@@](Cc2ccccc2)(C(=O)OC)[C@H]2C(=O)N(Cc3ccccc3)C(=O)[C@@H]12)S(=O)(=O)c1ccc(C(F)(F)F)cc1 | 6 | -6 | -2.1 | -1.5 | -1.1 | 8 | 0.3 | -7.1 | -1.3 | -0.6 | -2
COc1ccc(C(=O)NCCS(=O)(=O)N2CCOCC2)cc1 | -4 | 0 | -0.7 | 0.5 | -1.3 | -6 | 1.6 | 3.9 | -0.1 | 2.2 | 2
CCOc1ccc2nc(SCC(=O)Nc3ccc4c(c3)OCCO4)[nH]c2c1 | 2 | -3 | -0.8 | 7.3* | -0.7 | 12 | 2.8 | -0.1 | 0.1 | 0.3 | -4
COc1cc(OC)c(N(C)S(=O)(=O)c2cccc(C(=O)NCc3cccs3)c2)cc1Cl | 3 | 2 | -1.5 | 0.2 | -0.9 | 0 | -0.3 | -5.7 | -0.2 | 1.3 | -2
